Screening results (PubChem BioAssay)
Yfh1-depleted yeast – mitochondrial function rescue without frataxin homolog – Friedreich's ataxia, plus single-dose screen, dose response (AID 1465). 220,000 tested, 0.074% active. S. cerevisiae Yfh1-off respiration, WST-1 reduction, 72 h; higher fold induction means a stronger effect. fold induction at 50 µM, or EC50 in µM where a hit was titrated;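 active means fold induction of absorbance versus untreated yeast above a set limit, then at least 30% activation at any dose in follow-up; inconclusive means repeats straddling the limit, or above it without dose testing; inactive means fold induction below the set limit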;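 further: activators that raise dye reduction in frataxin-depleted yeast; strong numbers were not always called active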
CSM14.1 death rescue – protection against thapsigargin-triggered cell killing – 384-well, CSM14.1, ATP luminescence, primary screen (AID 1222) | CSM14.1 thapsigargin-induced death rescue, ATP luminescence; higher % means a stronger effect | cellular ATP content (survival), % at 20 µM, or EC50 in µM where a hit was titrated | 190,000 tested, under 10 active;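 active means EC50 below 50 µM in the dose-response confirmation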;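 further: death triggered by thapsigargin at about 15 µM added after 2 h compound pretreatment; cell ATP read after overnight thapsigargin exposure of roughly 18 to 22 hours; normalized against plate controls of thapsigargin alone and 5% DMSO vehicle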
West Nile antiviral – inhibition of WNV-induced cytopathic effect – cell-based, CPE readout (AID 1621); West Nile virus-infected cells, CPE inhibition; higher % means a stronger effect; CPE inhibition, % at 10 µM; hits with a dose series show IC50 in µM; 290,000 tested, 0.02% active; in the data active means a potency from the dose series; inconclusive means CPE inhibition mostly from about 3.7% at the one dose, without a potency; inactive means the rest, 99 in 100 with CPE inhibition below about 2.2%; further: strong numbers were not always called active
RSV CPE inhibition – RSV antiviral activity via CPE protection, HEp-2 cells, primary 10 µM value included (AID 2391); CPE inhibition, % at 10 µM; hits with a dose series show IC50 in µM; 310,000 tested, 0.13% active; HEp-2 cells, RSV-induced CPE inhibition; higher % means a stronger effect; in the data active means a potency from the dose series; inconclusive means CPE inhibition mostly from about 23% at the one dose, without a potency; inactive means the rest, 99 in 100 with CPE inhibition below about 21%; further: strong numbers were not always called active
K1F lysis inhibition – protection from phage-mediated lysis, alamar blue read-out – E. coli UTI89, K1F phage, bacterial capsule biogenesis inhibitors (AID 488966) | inhibition, % at 100 µM; hits with a dose series show IC50 in µM | 340,000 tested, 0.02% active | E. coli UTI89 K1F phage lysis, alamar blue, 2 h; higher % means a stronger effect;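 active means phage lysis inhibition, versus mean bacterial control, above a set limit; inconclusive means no clear call, values can overlap the other calls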;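 further: capsule biogenesis inhibitors block K1F phage lysis so surviving cells raise fluorescence; higher fluorescence means more inhibition of phage lysis; actives were called in the ten point dose series up to 300 µM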
WT yeast gro inh – growth inhibition of WT yeast, mitochondrial fusion screen; mitochondrial fusion phenotypic screen, WT strain; inhibition, % at 10 µM; 190,000 tested, 2.1% active; in the data active means inhibition above about 58%; tested in S. cerevisiae
XIAP antagonists – XIAP antagonists, biochemical, IAP family, fluorescence polarization (AID 1018); XIAP BIR domain, fluorescence polarization peptide displacement; higher % means a stronger effect; displacement, % at 20 µM; hits with a dose series show IC50 in µM; 200,000 tested, 0.007% active; in the data active means displacement above about 50%; further: a part of the inactive calls stands beside numbers as strong as those of hits
NS5 inhibitors – flavivirus cap methylation enzyme inhibition – biochemical, confirmation dose response, primary screen (AID 588689); Dengue-2 NS5 methyltransferase capping enzyme assay, biochemical; higher % means a stronger effect; inhibition, % at 25 µM; hits with a dose series show IC50 in µM; 340,000 tested, 0.3% active; in the data active means a potency from the dose series; inconclusive means inhibition above about 29% without an active follow-up result
Large T inhibition – TAg ATPase/helicase activity blockers – biochemical (AID 1903). SV40 large T antigen ATPase/helicase inhibition assay; higher % means a stronger effect. inhibition, % at 20 µM; hits with a dose series show IC50 in µM. 310,000 tested, 0.39% active; in the data active means a potency from the dose series; inconclusive means inhibition mostly from about 32% at the one dose, without a potency; inactive means the rest, 99 in 100 with inhibition below about 32%; further: strong numbers were not always called active
WT yeast gro inh mutant strain – second read-out of WT yeast gro inh, no call of its own (marks repeat the call); inhibition, %; mitochondrial fusion phenotypic screen, mutant strain inhibition
NS5 inhibitors pilot replicate – recorded beside NS5 inhibitors, whose call it bears; inhibition, %; measured here: pilot screen replicate inhibition
The depositor's hits bear a star; i = inactive; ? = inconclusive; / = no result given; [ ] = dose if it differs, or a comment.

SMILES	Yfh1-depleted yeast	CSM14.1 death rescue	West Nile antiviral	RSV CPE inhibition	K1F lysis inhibition	WT yeast gro inh	WT yeast gro inh mutant strain	XIAP antagonists	NS5 inhibitors	Large T inhibition	others
Cc1cccc2cc(CN(CC3CCCO3)S(=O)(=O)c3ccccc3)c(=O)[nH]c12 (stereo unspecified)	/	/	-0.5%	0.5%	0.1%	/	/	/	-2%	10%
COc1cc(C=O)c(Br)cc1OCc1ccc(C)cc1	i	-0.7%	-0.5%	6.4%	0.1%	35	2	0.6%	-3%	-1%
Cc1ccc(-n2nc3cc(C)c(NC(=S)NC(=O)/C=C/c4ccco4)cc3n2)cc1	i	-3.3%	-0.3%	3.2%	0.8%	-7	-6	0.3%	1%	22%
C=CCOc1c(CNC2CCCC2)cc(Cl)cc1OC	i	-1.7%	-0.3%	-0.3%	0.1%	-18	-16	-7.7%	5%	8%
COc1ccc(C)cc1Nc1nc(-c2c[nH]c3ccccc23)cs1	i	-2.1%	0.2%	2.0%	0.1%	28	13	-4.6%	3%	9%
CN1CCN(C(=S)NC(=O)c2ccc(S(=O)(=O)N3CCOCC3)cc2)CC1	i	-0.6%	0.4%	1.4%	0.1%	22	11	-1.5%	-4%	14%
CCOC(=O)N1CCN(S(=O)(=O)N2CCCC(C(=O)NCCCN3CC(C)CC(C)C3)C2)CC1 (stereo unspecified)	/	/	-0.3%	7.0%	3.2%	/	/	/	1%	0%
COC(=O)c1ccccc1NC(=O)/C=C/c1cc(OC)c(OC)c(OC)c1	i	-0.3%	0.1%	1.4%	0.2%	2	-25	-1.8%	-3%	-4%
Oc1cccc(/C=N/NC(=S)Nc2cccnc2)c1O	>100µM*	-5.3%	-0.8%	4.4%	1.3%[50 µM]	7	17	-3.1%	-3%	15µM*
CC(C)COc1nc2ccccc2c(=O)n1OCC(=O)O	/	-0.8%	/	1.2%	-0.1%	-8	-1	-0.1%	2%	17%
O=C(Nc1cccc(NC(=O)c2cccs2)c1)c1ccc2c(c1)OCCO2	i	-1.5%	0.3%	6.5%	0.0%	-4	-6	-6.6%	-8%	1%
O=C(CN1CCOCC1)Nc1c(C(=O)C2CC2)oc2ccccc12	i	0.6%	0.2%	2.4%	0.1%	-3	-9	-3.4%	4%	21%
CCOC(=O)c1c(-c2ccccc2)csc1NC(=O)CSc1nnc(C)s1	i	-1.6%	-1.7%	5.1%	1.4%	50	29	-7.9%	-1%	4%
CCCOC(=O)c1ccc(Cl)c(NC(=O)c2cccnc2)c1	i	0.1%	1.0%	1.5%	/	-7	-13	-0.5%	/	-3%
Cc1ccccc1N1CCN(Cc2nc(Cc3ccccc3F)no2)CC1	i	/	-0.4%	11%	-0.1%	/	/	/	1%	17%
CCCN1C(=O)c2cc(C(=O)NCCc3cccc(C)c3)ccc2C1O (stereo unspecified)	i	0.3%	-0.2%	-0.9%	-4.5%	-2	1	-2.2%	-7%	8%
Cc1cc(OCC(=O)NCCN2CCOCC2)c2c(C)c(C)c(=O)oc2c1	/	/	0.8%	-0.3%	1.0%	/	/	/	-8%	8%
O=c1[nH][nH]cc1C=Nc1cc(Cl)ccc1O	i	0.5%	-0.3%	0.9%	0.9%	-3	-26	-2.8%	-7%	24%
COCCNC(=O)c1cccc(S(=O)(=O)N2CC3(C)CC2CC(C)(C)C3)c1 (stereo unspecified)	/	/	/	-1.3%	1.0%[50 µM]	/	/	/	-2%	10%
CCCCCCCCCC(=O)N/N=C(\C)c1cccnc1	i	8.6%	-0.1%	0.6%	-0.2%	41	14	2.5%	-9%	2%
Sc1oc(-c2ccccc2)cc1C=Nc1ccccc1	i	-1.6%	1.5%	4.9%	3.3%	-8	-12	4.9%	1%	9%
CN1CCN(C(=S)c2cn(Cc3ccc(Br)cc3)c3ccccc23)CC1	i	-0.6%	-1.5%	1.0%	1.1%	79*	46*	-6.3%	4%	3%
CCC12CN3CC(CC)(CN(C1)C3c1ccc([N+](=O)[O-])o1)C2=O (stereo unspecified)	i	0.9%	0.8%	-1.0%	-0.7%	-4	5	-9.7%	3%	25%
O=C(NC(=S)Nc1ccc(CN2CCOCC2)cc1)c1ccc(-c2ccc(Cl)cc2)o1	i	/	-1.1%	2.3%	/	/	/	/	/	5%
CC(=O)C1=C(C)NC(SCC(N)=O)=C(C#N)C1C (stereo unspecified)	i	2.0%	1.5%	2.4%	-0.1%	2	10	-5.2%	-5%	17%
CCCCCOC(=O)NCC(O)c1ccccc1 (stereo unspecified)	i	-2.7%	-0.8%	4.2%	0.4%	6	-8	-3.6%	-3%	2%	NS5 inhibitors pilot replicate=0.0
Cc1cc(N2CCCCC2)nc(N2CCOCC2)n1	i	2.4%	-0.3%	2.2%	0.0%	-16	16	-3.2%	3%	-3%
COc1ccccc1NS(=O)(=O)c1cc(NC(=O)C2CCC2)ccc1N1CCCCC1	i	/	-1.2%	2.4%	-1.7%[50 µM]	/	/	/	-13%	0%
CN(c1ccc(OCc2ccc([N+](=O)[O-])cc2)cc1)S(=O)(=O)c1ccccc1	/	/	-1.0%	9.0%	-0.3%	/	/	/	-2%	12%
Clc1ccc(-c2nc(-c3cc4cc(Cl)ccc4o3)cs2)cc1	i	/	0.2%	2.7%	/	/	/	/	/	20%
COc1cc(NC(=O)CSc2nc3ncnc(N)c3[nH]2)c(C(=O)O)cc1OC	/	/	0.0%	1.1%	3.7%	/	/	/	-2%	1%
Cn1c(-c2ccc(Cl)nc2)nc2ccccc21	/	/	-0.5%	14%	0.0%	/	/	/	1%	18%
O=C(O)c1ccccc1NC(=S)NC(=O)c1sc2ccccc2c1Cl	i	-2.7%	0.3%	3.2%	0.1%	3	18	-5.3%	19%	3%
CCCCNC(=O)CSc1nc(Cc2ccccc2)nc2ccccc12	/	/	-1.0%	?	0.0%	/	/	/	-7%	4%
COCCN(C(=O)CCc1ccccc1OC)c1nnc(-c2cccnc2)s1	i	3.3%	-1.3%	2.3%	0.0%	12	0	-0.5%	-4%	/
Cc1nnc(SC(C)C(=O)Nc2nccs2)s1 (stereo unspecified)	i	-0.3%	-0.1%	0.7%	-0.4%	-14	-5	0.8%	2%	11%
CCCc1[nH]nc2c1C(c1cc(OC)ccc1F)C(C#N)=C(N)O2 (stereo unspecified)	i	0.5%	0.7%	0.5%	6.4%	4	-7	-5.6%	-5%	10%
Cc1cccc(NC(=O)c2ccc(NS(=O)(=O)c3c(C)noc3C)cc2)c1	i	1.2%	0.0%	8.7%	-1.6%	-22	6	-2.0%	-8%	1%
Clc1ccc(Cl)c(Oc2ccc(Oc3nc(Cl)ccc3Cl)cc2)n1	i	-2.4%	/	0.7%	8.4%	2	10	-3.9%	2%	7%
Cc1cc(C)c(C(N)=O)c(Nc2cccc3ccccc23)n1	i	-0.8%	0.2%	1.1%	0.2%	62*	29*	-0.9%	/	4%
CC(C)CCN1C(=O)C2(OCCCO2)c2cc(Cl)ccc21	/	/	-0.2%	1.6%	0.0%	/	/	/	-1%	7%
Cc1ccc(S(=O)(=O)N(Cc2ccccc2)c2ccccc2C(=O)NCc2cccnc2)cc1	i	0.6%	-0.6%	2.4%	1.6%[50 µM]	-5	2	-6.0%	-5%	11%
OC(COc1ccc2c(c1)CCC2)CN1CCN(c2cccc(Cl)c2)CC1 (stereo unspecified)	i	-0.9%	-0.6%	15%	1.5%	-3	6	0.2%	-2%	2%
CCOc1cc(/C=N/NC(=O)CN(CCc2ccccc2)S(=O)(=O)c2ccc(NC(C)=O)cc2)ccc1O	i	-1.1%	0.5%	1.0%	-0.1%[50 µM]	9	8	-4.4%	1%	27%
O=C(CSc1ncc(C(F)(F)F)cc1Cl)N1CCN(S(=O)(=O)c2ccccc2)CC1	i	1.5%	-0.4%	-1.6%	7.5%	21	4	-21%	-7%	4%
Cc1c(C#N)c2ncn(Cc3ccccc3)c(=O)c2n1-c1ccccc1	i	-0.3%	-0.3%	2.0%	0.5%	16	-2	-3.6%	/	5%
CN(C)S(=O)(=O)c1ccc(C(=O)N2CCN=C2SCc2cccnc2)cc1	i	-1.3%	-0.1%	1.9%	-0.9%	17	20	-5.4%	0%	2%
O=C(OCc1ccc(Cl)c(Cl)c1)c1cccnc1Cl	/	/	-0.2%	1.1%	0.1%	/	/	/	-2%	8%
O=C(NCc1ccc2c(c1)OCO2)c1sccc1Br	i	/	0.3%	/	0.6%	/	/	/	4%	1%
COC(=O)c1ccc(NC(=O)CS(=O)(=O)Cc2ccccc2)cc1	i	-2.5%	0.2%	1.3%	1.5%	-1	-8	-2.9%	-3%	4%

Overlap with the part before: 3 compounds; new compounds follow.
SMILES	Yfh1-depleted yeast	CSM14.1 death rescue	West Nile antiviral	RSV CPE inhibition	K1F lysis inhibition	WT yeast gro inh	WT yeast gro inh mutant strain	XIAP antagonists	NS5 inhibitors	Large T inhibition	others
O=C(OCc1ccc(Cl)c(Cl)c1)c1cccnc1Cl	/	/	-0.2%	1.1%	0.1%	/	/	/	-2%	8%
O=C(NCc1ccc2c(c1)OCO2)c1sccc1Br	i	/	0.3%	/	0.6%	/	/	/	4%	1%
COC(=O)c1ccc(NC(=O)CS(=O)(=O)Cc2ccccc2)cc1	i	-2.5%	0.2%	1.3%	1.5%	-1	-8	-2.9%	-3%	4%
Cc1ccc(NC(=O)COC(=O)CNC(=O)c2ccc(Br)cc2)c(C)c1	i	-0.8%	0.0%	0.6%	0.0%	0	-17	-9.0%	-5%	7%
O=C(/C=C\NCC(=O)c1ccccc1)c1ccc(F)cc1	i	6.7%	0.7%	0.8%	-1.0%	-15	0	-6.3%	-2%	-3%
CCOc1ncccc1C(=O)Nc1cccc(-c2nc3cccnc3s2)c1	i	/	0.4%	4.1%	0.2%	/	/	/	-7%	19%
COc1ccccc1NC(=O)/C=C/C(N)=O	i	-4.3%	-0.6%	1.8%	-4.4%	32	25	-1.8%	-20%	-1%
O=S(=O)(CCc1ccncc1)C1Cc2cccc3cccc1c23 (stereo unspecified)	i	/	0.0%	/	-0.4%	/	/	/	2%	-3%
CCCCCCCc1ccc(-c2ccc(O)cc2)nc1	i	-0.8%	-1.4%	4.3%	-2.9%	74*	37*	-2.7%	-4%	5%
COCCSc1ccccc1C(=O)Nc1ccc2c(c1)OCCO2	i	-0.3%	0.8%	3.7%	-0.6%	18	6	-1.5%	3%	4%
COc1ccc(-n2cnnc2SCC(=O)Nc2nc(C)c(Cl)cc2Cl)cc1	i	-0.8%	0.1%	0.1%	0.3%	-6	-6	-0.1%	-2%	1%
COc1ccccc1/C=C/C=N/NC(=O)c1ccco1	i	/	-0.1%	-1.8%	13%	/	/	/	-9%	23%
